Growth percent in the NCI-60 one-dose screen (48 h, 10 µM unless noted): 100 = growth as untreated, 0 = no growth, -100 = all killed.
RXF 393 = RXF 393 renal cancer cells | 6.9% of 77,000 active
CAKI-1 = CAKI-1 renal cancer; AID 1794772; 4.7% of 75,000 active
OVCAR-3 = OVCAR-3 ovarian cancer; 7% of 79,000 active; AID 1794787
OVCAR-8 = OVCAR-8 ovarian cancer; 4.4% of 81,000 active; AID 1794782
ACHN = ACHN renal cancer; 4.9% of 81,000 active
OVCAR-4 = OVCAR-4 ovarian cancer cells. 3.7% of 80,000 active
A498 = A498 renal cancer cells; AID 1794774; 5.4% of 76,000 active
OVCAR-5 = OVCAR-5 ovarian cancer; 2.9% of 82,000 active
* hit, by the source's call; . = no result given; & = joins results of further samples. The calls were made as follows: active = growth percent below 10; inactive = the rest.

SMILES | RXF 393 | CAKI-1 | OVCAR-3 | OVCAR-8 | ACHN | OVCAR-4 | A498 | OVCAR-5
COC(=O)CCC1=C(CC(=O)OC)c2ccccc2CC1 | 115 | 103 | 123 | 90 | 101 | 117 | 119 | 102
CN(C)c1ccc(/C=C2\Cc3c(Br)cccc3C2=O)cc1 | 111 | 81 | 92 | 91 | 88 | 76 | 102 | 94
COC(=O)c1ccccc1N(C)C | 118 | 96 | 106 | 105 | 113 | 101 | 80 | 114
COc1ccc(C2CC(=O)NC2=O)cc1OC (stereo not drawn) | 103 | 104 | 117 | 98 | 96 | 111 | 99 | 93
COc1cc(N)c2ncccc2c1Cl | 96 | 96 | 118 | 103 | 91 | 128 | 97 | 90
Nc1c(C(=O)Nc2ccccc2C(F)(F)F)sc2nc3c(cc12)CCCC3 | 98 | 95 | 106 | 93 | 89 | 96 | 78 | 106
O=C(Nc1ccc(-n2ccc3c(NC(=O)c4ccccc4)ncnc32)cc1)c1ccc(Cl)c(Cl)c1 | 87 | 80 | 104 | 77 | 83 | 119 | 104 | 89
COC(=O)CC[C@@H]1O[C@@H](c2ccccc2)[C@@H](I)[C@H]1O | 93 | 93 | 105 | 107 | 110 | 99 | 99 | 99
CC(=O)Nn1cnc2c(=S)nc[nH]c21 | 106 | 104 | 107 | 96 | 103 | 112 | 80 | 99
O=C=Nc1ccccc1[N+](=O)[O-] | 119 | 116 | 103 | 107 | 101 | 105 | 110 | 107
NC(=O)C1C2CCC(C2)C1C(N)=O (stereo not drawn) | 113 | 93 | 105 | 96 | 99 | 113 | 118 | 101
NC(=O)c1ccccc1OCC(=O)O | 110 | 112 | 112 | 101 | 97 | . | 115 | 104
O=C1c2ccccc2C(=O)N1CO | 110&111&115 | 102&92&84 | 119&106&113 | 105&107&116 | 105&113&105 | 106&112&102 | 96&110&103 | 109&97
COc1cc(C#N)cc2[nH]c(=O)oc12 | 128 | 92 | 106 | 112 | 100 | 97 | 82 | 99
CC(C)(C)c1ccc(OCCCCCl)cc1 | 120 | 106 | 120 | 98 | 99 | 113 | 81 | 99

Entries of single compounds as entered above. Values in the order: RXF 393, CAKI-1, OVCAR-3, OVCAR-8, ACHN, OVCAR-4, A498, OVCAR-5
Entry for CC(C)(C)c1ccc(OCCCCCl)cc1 → 120, 106, 120, 98, 99, 113, 81, 99
Entry for COc1cc(C#N)cc2[nH]c(=O)oc12 → 128, 92, 106, 112, 100, 97, 82, 99
Entry for COc1cc(N)c2ncccc2c1Cl → 96, 96, 118, 103, 91, 128, 97, 90
Entry for NC(=O)c1ccccc1OCC(=O)O → 110, 112, 112, 101, 97, ., 115, 104
Entry for O=C=Nc1ccccc1[N+](=O)[O-] → 119, 116, 103, 107, 101, 105, 110, 107

The main list resumes, starting three compounds before the break.
SMILES | RXF 393 | CAKI-1 | OVCAR-3 | OVCAR-8 | ACHN | OVCAR-4 | A498 | OVCAR-5
O=C1c2ccccc2C(=O)N1CO | 110&111&115 | 102&92&84 | 119&106&113 | 105&107&116 | 105&113&105 | 106&112&102 | 96&110&103 | 109&97
COc1cc(C#N)cc2[nH]c(=O)oc12 | 128 | 92 | 106 | 112 | 100 | 97 | 82 | 99
CC(C)(C)c1ccc(OCCCCCl)cc1 | 120 | 106 | 120 | 98 | 99 | 113 | 81 | 99
CCCCCCNC(=O)Oc1ccc(/C(=C(/C)Cc2ccc(OC)cc2)c2ccc(OCCN3CCCCCC3)cc2)cc1 | 94 | 102 | 96 | 89 | 99 | 93 | . | 95
Cc1nn(-c2ccc(F)cc2)c2ncnc(Oc3ccc(NC(=O)Nc4cccc(C(F)(F)F)c4)cc3)c12 | 95 | 95 | 110 | 101 | 103 | 107 | 97 | 103
CC(=O)OCC(CCn1cnc2cnc(N)nc21)COC(C)=O | 121 | 94 | 108 | 97 | 90 | . | 101 | 90
O=C1C(c2ccccc2)=C(c2ccccc2)c2ccccc21 | 110&118 | 93&100 | 117&105 | 104&92 | 100&113 | 94 | 92&97 | 103&98
N#C/C(=C\c1ccc(-c2ccccc2Cl)o1)c1nc(-c2ccc(F)cc2)cs1 | 124 | 93 | 116 | 104 | 101 | 115 | 113 | 100

Screening data as filed in PubChem BioAssay.
